TRPC6 inh: mouse TRPC6 channel inhibitors, primary screen, cell-based, HEK293, membrane potential dye | AID 2553, 2010 | Short transient receptor potential channel 6 (Mus musculus), Q61143 | 310,000 compounds, 1.1% hits | ACh-evoked depolarization; active compounds read low | B-score at 10 µM;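 active means B-score under library mean minus 3 SD, initial fluorescence not abnormally high, positive integrated signal ratio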;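 further: B-score derived from integrated fluorescence ratio over the kinetic read; more negative B-score means stronger inhibition of depolarization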
MrgX1 ag: agonists of human MrgX1 receptor, primary screen, HEK293 cells, Fluo-4 calcium flux; Mas-related G-protein coupled receptor member X1 (Homo sapiens), Q96LB2; Fluo-4 calcium fluorescence, agonist mode; active compounds read high; B-score at 10 µM; 310,000 compounds, 0.44% hits; AID 588627, 2011;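 active means calcium response B-score plate-corrected fluorescence ratio at least 3 library SD, with starting fluorescence B-score inside 5 SD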
Target sequence (Q96LB2 whole entry, looked up): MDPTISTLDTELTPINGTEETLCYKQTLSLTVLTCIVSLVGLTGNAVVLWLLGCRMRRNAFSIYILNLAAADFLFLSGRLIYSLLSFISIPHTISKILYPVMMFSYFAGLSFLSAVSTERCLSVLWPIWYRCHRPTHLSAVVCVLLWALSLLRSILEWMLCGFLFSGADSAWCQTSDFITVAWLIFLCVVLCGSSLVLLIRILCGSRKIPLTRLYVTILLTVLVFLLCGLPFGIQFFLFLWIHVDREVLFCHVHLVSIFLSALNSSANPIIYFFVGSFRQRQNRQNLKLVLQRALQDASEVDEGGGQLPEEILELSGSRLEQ
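Test system: HEK293 cells stably expressing human MrgX1 receptor; amount: 15,000 cells per well; doses: compound delivered in addition one of three; times: overnight plating before 1 h dye loading; detection: Fluo-4 NW calcium-flux fluorescence, kinetic read; read-out basis: B-scored fluorescence response ratio; controls: positive and negative controls per plate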
TRPC6 act: mouse TRPC6 channel activators, primary screen, cell-based, HEK293, membrane potential dye; Short transient receptor potential channel 6 (Mus musculus), Q61143; HEK293-TRPC6 membrane potential dye fluorescence; active compounds read high; B-score at 10 µM; 310,000 compounds, 0.13% hits; AID 2550, 2010;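 active means B-score of the integrated fluorescence ratio above library mean plus 3 SD, and starting fluorescence ratio within library mean plus 5 SD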;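 further: higher score means more depolarization so channel activation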
Platelet DG rel: inhibitors of platelet dense granule secretion, primary screen, cell-based, MLPCN, human platelets; human platelet-rich plasma, SFLLRN dense granule ATP release, luminescence; inhibition, %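 (compounds screened at 7.5 µM in platelet-rich plasma)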; 300,000 compounds, 0.22% hits;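 active means mean replicate score, as percent of positive control, at or above 50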
HIF activator: HIF pathway transcriptional activators, primary screen, cell-based, U2OS HRE-luciferase, luminescence. U2OS HRE-luciferase reporter; normalized: DMSO 0%, desferrioxamine 100%. activation, % at 7.5 µM (by protocol). 300,000 compounds, 0.32% hits. AID 1910, 2009;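 active means mean activation of at least 10% of the iron chelator positive control signal, with at least half of replicates also reaching 10%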
SKKanGAS inh: S. pyogenes SKKanGAS growth inhibitors in kanamycin, primary screen, streptokinase expression inhibitor project, SKKanGAS strain, BacTiter-Glo luminescence; 300,000 compounds, 1.3% hits; AID 1662, 2009; inhibition, % at 7.5 µM; 6 h;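 active means mean replicate score, as percent of positive control median, at least 50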;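 further: strain carries kanamycin resistance gene driven by streptokinase promoter and grows in 40 µg/ml kanamycin; loss of luminescence reflects streptokinase promoter inhibition or plain growth inhibition; 0% = median of DMSO wells and 100% = positive control at its reference dose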
TRPC4 inh: inhibitors of mouse TRPC4 channel, primary screen, Fluo4 calcium, HEK293 TRPC4beta/mu-opioid cells; 300,000 compounds, 0.39% hits; B-score at 10 µM; DAMGO-evoked Fluo4 calcium flux; active compounds read low; AID 2247, 2010;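 active means B-score over 3 SD under the library average, no early fluorescence shift, positive overall ratio signal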
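Assay system: HEK293 cells with stable TRPC4beta plus mu-opioid receptor expression. Dosing: single dose. Measured by: Fluo4 Ca2+ flux fluorescence. Also added: DAMGO in two steps, submaximal then maximal. Read-out: B score from integrated Fluo4 fluorescence ratio.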
MrgX1 antagonist: antagonists of human MrgX1 receptor, primary screen, HEK293 cells, Fluo-4 calcium flux; BAM8-22 antagonism; active compounds read low; B-score at 10 µM; 310,000 compounds, 1.3% hits;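 active means calcium-response B-score plate-corrected more than 3 library SD below zero, starting fluorescence within 5 deviations, no agonist response on first addition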;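 further: peak minus trough fluorescence over baseline after final BAM8-22 challenge near maximal dose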
RGS4 block: RGS4 inhibitors, primary screen, cell-based, HEK293 M3R inducible RGS4, calcium flux | Regulator of G-protein signaling 4 (Homo sapiens), P49798 | Fluo-4 calcium flux; active compounds read high; triggered by carbachol at its EC20 | B-score at 10 µM | 310,000 compounds, 0.45% hits;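 active means B-score, a plate-corrected calcium signal, over three deviations above library mean, with baseline fluorescence within five deviations of library mean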;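 further: RGS4 expression induced by doxycycline in cells with stable M3 receptor; B-score is computed from the integrated fluorescence ratio over baseline after carbachol; higher B-score means a larger calcium signal and so more RGS4 inhibition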
Target sequence (P49798 whole entry, looked up): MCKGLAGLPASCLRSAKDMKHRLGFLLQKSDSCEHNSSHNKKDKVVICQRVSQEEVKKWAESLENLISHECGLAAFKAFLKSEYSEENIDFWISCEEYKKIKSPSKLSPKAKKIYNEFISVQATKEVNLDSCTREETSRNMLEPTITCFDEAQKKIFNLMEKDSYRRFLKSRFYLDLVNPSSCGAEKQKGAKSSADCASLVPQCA
MrgX1 PAM: positive allosteric modulators of MrgX1, primary screen, HEK293 cells, Fluo-4 calcium flux | Mas-related G-protein coupled receptor member X1 (Homo sapiens), Q96LB2 | FDSS; active compounds read high | B-score at 10 µM | 310,000 compounds, 0.63% hits | AID 588675, 2011;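 active means plate-corrected calcium response at least 3 library SD above typical, normal starting fluorescence, not activating the receptor alone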;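 further: compound read alongside a low EC10 to EC30 dose of BAM8-22 agonist; peak minus trough fluorescence over baseline measured at the second addition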
RGS4 act: RGS4 potentiators or activators, primary screen, cell-based, HEK293 M3R inducible RGS4, calcium flux; AID 463111, 2010; B-score at 10 µM; carbachol calcium flux Fluo4; active compounds read low; 310,000 compounds, 0.92% hits;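 active means B-score of the integrated calcium signal more than 4 SD below the library mean, with starting fluorescence not abnormally high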;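 further: negative B-score means reduced calcium response which marks RGS4 activation or potentiation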
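test system = HEK293 cells with stable M3R and inducible RGS4 | schedule = recording 10 s baseline at 1 Hz, 100 s post-agonist | technique = Fluo4-AM (2 µM) calcium-flux fluorescence, kinetic read | measure = Agonist-evoked peak-minus-minimum fluorescence over baseline, integrated ratio, B score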
Starred values were filed as active, the others as inactive; i = inactive; . = no result given. An unsorted share of the library. About 6.1% of those tested had a hit in this group.

SMILES	TRPC6 inh	MrgX1 ag	TRPC6 act	Platelet DG rel	HIF activator	SKKanGAS inh	TRPC4 inh	MrgX1 antagonist	RGS4 block	MrgX1 PAM	RGS4 act
Cc1ccc(OCC(=O)N2CCc3ccccc3C2)c(C)c1	i	i	i	-8	0.1	4	i	i	i	i	i
O=C(CCc1nnc(CCCCc2ccccc2)o1)NCCN1CCOC1=O	i	i	i	-1	0.5	-7	i	-5.3*	i	i	i
COc1ccc(-c2csc(Cc3nc(O)cs3)n2)cc1	i	i	i	6	4.0	29	i	i	i	i	i
CCOC(=O)C1=C(CNCc2ccc(C)cc2)NC(=O)NC1c1cc(C)ccc1C (centres undefined)	i	i	i	-1	-0.2	-8	i	i	i	i	i
CCNC(=O)N1CCN(C(=O)NCC)CC1	i	i	i	13	-0.5	-4	i	i	i	i	i
COc1cccc(C(=O)NCCSCc2ccccc2Cl)c1	i	i	i	17	0.9	-3	i	i	i	i	i
CCOC(=O)C(NC(C)=O)(Nc1ccc(S(=O)(=O)Nc2cc(C)nc(C)n2)cc1)C(F)(F)F (centres undefined)	i	i	i	-1	0.9	-3	i	i	i	i	i
CC(C)(C)OC(=O)N1CCC(NC(=O)c2nc[nH]c2C(=O)NCC(=O)OCc2ccccc2)CC1	i	i	i	0	-2.0	3	i	i	i	i	i
CCn1c2ccccc2c2cc(/C=N/NC(=O)c3ccccc3C)ccc21	i	i	i	-6	0.8	5	i	i	i	i	i
CCc1n[nH]c(=O)n1Cn1c(CC)n[nH]c1=O	i	i	i	5	-7.6	4	i	i	i	i	i
COC(=O)c1ccc(SCc2ccccc2)nc1	i	i	i	3	0.3	-11	i	i	i	i	i
O=C(CC(c1ccccc1)C1CCCCC1=O)c1ccco1 (centres undefined)	i	i	i	2	-0.2	-2	i	i	i	i	i
O=C(O)CC12CC3CC(C1)CC(n1ncc(N4CCC5(CC4)OCCO5)c(Cl)c1=O)(C3)C2	i	i	i	-3	-0.1	-6	i	i	i	i	i
O=C(OCCOCCN=C1NS(=O)(=O)c2ccccc21)C1CC(=O)N(c2ccccc2)C1 (centres undefined)	i	i	i	5	0.0	-4	i	i	i	i	i
COc1ccc(C(=O)c2ccccc2)c(OCC(=O)NC2CC2)c1	i	i	i	-5	-0.3	9	i	i	i	i	i
CC(=O)Oc1cc2c(cc1Cl)C(c1cccs1)CC1(CC(C)(C)NC(=S)N1)O2 (centres undefined)	i	i	i	-6	0.2	2	i	i	i	i	i
Cc1nnc(SC(C)C)n(N)c1=O	i	i	i	5	-0.7	0	i	i	i	i	i
Cc1ccc(-c2nn(CCC(=O)O)cc2/C=C\C(=O)c2ccc(Br)cc2)cc1	i	i	i	-1	-0.6	73*	i	i	i	i	i
COC(=O)c1cccc(NC(=O)c2cnn(C)c2)c1	i	i	i	5	-0.1	1	i	i	i	i	i
CCN1C(=NCCCCO)N[C@@H](c2cccc(C(F)(F)F)c2)C(C(=O)OC)=C1C	i	i	i	2	-0.3	-3	i	i	i	i	i
COc1ccccc1-c1cc(C(=O)N2CCOCC2)no1	i	i	i	1	1.4	20	i	i	i	i	i
Cc1ccccc1N1CCN(C2=NC(=O)/C(=C/c3cn[nH]c3-c3ccccc3)S2)CC1	i	i	i	5	-1.5	16	i	i	i	i	i
CN1CCCC(CN2c3ccccc3Sc3ccccc32)C1 (centres undefined)	i	i	i	-1	0.1	0	i	i	i	i	i
CC(C)COP(=O)(CNC(=O)CN1C(=O)c2ccccc2S1(=O)=O)OCC(C)C	i	i	i	4	-0.2	6	i	i	i	i	i
O=C(NCCc1ccccc1)C1CCC(CNS(=O)(=O)c2cccs2)CC1 (centres undefined)	i	i	i	-1	0.0	13	i	i	i	i	i

Part of the list above in order of length of the SMILES, rising:
SMILES	TRPC6 inh	MrgX1 ag	TRPC6 act	Platelet DG rel	HIF activator	SKKanGAS inh	TRPC4 inh	MrgX1 antagonist	RGS4 block	MrgX1 PAM	RGS4 act
Cc1nnc(SC(C)C)n(N)c1=O	i	i	i	5	-0.7	0	i	i	i	i	i
CCNC(=O)N1CCN(C(=O)NCC)CC1	i	i	i	13	-0.5	-4	i	i	i	i	i
COc1cccc(C(=O)NCCSCc2ccccc2Cl)c1	i	i	i	17	0.9	-3	i	i	i	i	i
COc1ccccc1-c1cc(C(=O)N2CCOCC2)no1	i	i	i	1	1.4	20	i	i	i	i	i
O=C(CCc1nnc(CCCCc2ccccc2)o1)NCCN1CCOC1=O	i	i	i	-1	0.5	-7	i	-5.3*	i	i	i
CC(C)COP(=O)(CNC(=O)CN1C(=O)c2ccccc2S1(=O)=O)OCC(C)C	i	i	i	4	-0.2	6	i	i	i	i	i
CCN1C(=NCCCCO)N[C@@H](c2cccc(C(F)(F)F)c2)C(C(=O)OC)=C1C	i	i	i	2	-0.3	-3	i	i	i	i	i
Cc1ccccc1N1CCN(C2=NC(=O)/C(=C/c3cn[nH]c3-c3ccccc3)S2)CC1	i	i	i	5	-1.5	16	i	i	i	i	i
O=C(O)CC12CC3CC(C1)CC(n1ncc(N4CCC5(CC4)OCCO5)c(Cl)c1=O)(C3)C2	i	i	i	-3	-0.1	-6	i	i	i	i	i

Additional compounds.
SMILES	TRPC6 inh	MrgX1 ag	TRPC6 act	Platelet DG rel	HIF activator	SKKanGAS inh	TRPC4 inh	MrgX1 antagonist	RGS4 block	MrgX1 PAM	RGS4 act
C=CCN1CN(S(=O)(=O)c2cccs2)c2nc3ccccc3nc21	i	i	i	7	0.1	.	i	i	i	i	i
CCOc1ccccc1N(C(=O)c1snc(C(N)=O)c1N)C(C(=O)NC1CCCC1)c1cccs1 (centres undefined)	i	i	i	.	0.4	-3	i	i	i	i	i
Cc1ccc(SCC(=O)NC(=O)NCc2ccco2)c(C)c1	i	i	i	4	0.0	.	i	i	i	i	i
Cc1cccc(C2NC(c3cccc(C)c3)C([N+](=O)[O-])C(C)(C)C2[N+](=O)[O-])c1 (centres undefined)	i	i	i	-4	-0.4	11	i	i	i	i	i
CCN(CC)S(=O)(=O)c1ccc2oc(C(=O)N3CCOCC3)c(C)c2c1	i	i	i	18	-0.2	-6	i	i	i	i	i
CC(C)CCNC(=O)CSc1nnc(-c2ccc(S(=O)(=O)N3CCCC3)cc2)n1C	i	i	i	-2	0.3	5	i	-5.4*	i	i	i
CC1CC(C)CN(S(=O)(=O)c2ccccc2[N+](=O)[O-])C1 (centres undefined)	i	i	i	4	0.3	-14	i	i	i	i	i
O=C(CSc1nnc(-c2ccccc2Cl)o1)N1CCOCC1	i	i	i	0	14*	-5	i	i	i	i	i
Cc1ccc(S(=O)(=O)N2CCCCC2)cc1C(=O)Nc1ccccn1	i	i	i	-2	0.2	19	i	i	i	i	i
CCCOc1ccc(C2(C(=O)O)CCCC2)cc1	i	i	i	0	0.6	11	i	i	i	i	i
O=C1/C(=C/c2cccnc2)Oc2cc(OS(=O)(=O)c3ccc(Cl)cc3)ccc21	i	i	i	-5	-0.7	13	i	i	i	i	i
CC(=O)c1ccc(NC(=O)Nc2ccccc2)cc1	i	i	i	11	-0.5	-2	i	i	i	i	i
COc1cccc(N/C=C/C(=O)c2ccc(C)cc2)c1	i	i	i	24	3.7	-8	i	i	i	i	i
CCOC(=O)c1cc2c(=O)n3ccccc3nc2n(Cc2ccco2)c1=NC(=O)c1ccccc1OC	i	i	i	31	1.3	-13	i	i	i	i	i
CC(=O)N1CCc2cc(S(=O)(=O)CCC(=O)Nc3ccc(Cl)cc3F)ccc21	i	i	i	8	0.0	4	i	i	i	i	i
O=C(NCC1CCCN1S(=O)(=O)c1cccs1)C(=O)Nc1ccc(F)cc1F (centres undefined)	i	i	i	-24	0.1	2	i	i	i	i	i
Cc1ccccc1-n1c(SCc2cccc(F)c2)nc2[nH]ncc2c1=O	i	i	i	8	-0.6	0	i	i	i	i	i
COc1cc(/C=N/Nc2ncc(C(F)(F)F)cc2Cl)cc(OC)c1OC	i	i	i	-16	-0.2	-4	i	i	i	i	i
Cc1ccc(N(CC(=O)NC2CCCCC2)C(=O)CNC(=O)c2ccco2)cc1C	i	i	i	2	0.0	-3	i	i	i	i	i
COc1ccc(CC(=S)NCCc2ccccc2)cc1	i	i	i	3	0.7	-6	i	i	i	i	i
CCC(OC(=O)c1nsc(Cl)c1Cl)C(=O)NCCc1ccccc1 (centres undefined)	i	i	i	5	-0.2	2	i	i	i	i	i
CCCCCOc1ccccc1C(=O)NCCC(=O)O	i	i	i	-9	-0.3	-10	i	i	i	i	i
COc1ccc(/C=C/C(=O)c2cc(Cl)cc(Cl)c2O)c(OC)c1	i	i	i	1	0.2	3	i	i	i	i	i
CC(C)N(C(=O)CSc1nnnn1C1CCCC1)C(C)C	i	i	i	-2	0.0	2	i	i	i	i	i
CC(C)[C@H](NS(=O)(=O)c1ccc2c(c1)OCCO2)C(=O)OCC(=O)Nc1cc(Cl)ccc1Cl	i	i	i	26	-0.8	2	i	i	i	i	i

Profiles from above. Screens in order: TRPC6 inh | MrgX1 ag | TRPC6 act | Platelet DG rel | HIF activator | SKKanGAS inh | TRPC4 inh | MrgX1 antagonist | RGS4 block | MrgX1 PAM | RGS4 act
`O=C(CSc1nnc(-c2ccccc2Cl)o1)N1CCOCC1` across the screens: i | i | i | 0 | 14* | -5 | i | i | i | i | i
`CC1CC(C)CN(S(=O)(=O)c2ccccc2[N+](=O)[O-])C1` (centres undefined) across the screens: i | i | i | 4 | 0.3 | -14 | i | i | i | i | i
